Bioassay records: PubChem, National Center for Advancing Translational Sciences (NCATS)
p53ts 39C tox – p53ts cell cytotoxicity, nonpermissive temperature | H1299-p53A138V viability at 39C, ATP luminescence, 24 h | Potency, µM (doses to about 46.1 µM), for the others: top-dose activity change, negative = cell killing, hits mostly cytotoxic | hit rate 1.5% among 130,000; further: nearly all actives have a fitted effect of over 55% in size
IkB sig inh – IkB pathway inhibition in ABC-DLBCL cells; hit rate 0.04% among 110,000; ABC-DLBCL IkBa-CBG/CBR dual luciferase ratio, 4 h; response scale: scaled: untreated 0%, proteasome inhibitor 100%; AID 445; Potency, µM (doses to about 57.1 µM), for inactives: at the top dose IkBa stabilization activation; active means well fitted curve in the direction sought with a large enough effect in the signal ratio, not every such curve was filed as active; inconclusive means small, poorly fitted or top-dose-only effect, or a change in a side signal; the % refers to the signal ratio;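 further: the direction sought is a rising ratio; 0% = basal untreated cells and 100% = reference inhibitor full response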
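Luminescence ratio of IκBα-fused green versus native red beetle luciferase in OCI-Ly3 cells, 4 h post-doxycycline with compound; red signal alone, scaled from basal (0%) to zero light (-100%), flagged nonspecific or cytotoxic effects.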
Peg3 imprint – induces erasure of genomic imprints in mouse ES cells. mouse ES Peg3-LacZ reporter, beta-gal luminescence, 40 h. Potency, µM (doses to about 60.7 µM), without a hit: at the top dose activity change, positive = activation, actives largely listed as activators. hit rate 0.02% among 110,000. AID 1948;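 further: 0% = negative control wells on the plate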
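Readout: BetaGlo luminescence (5 min, room temp) for LacZ from the normally silent maternal Peg3 allele in female Peg3LacZ-Neo ES cells. Cells 300/well, 40 h, 37C, 5% CO2. Data normalized per plate to negative controls.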
p53ts 32C tox – cytotoxicity in p53ts cells at permissive temperature. AID 924. hit rate 0.93% among 130,000. Potency, µM (top dose mostly 46.1 µM), for inactives: at the top dose activity change, negative = cytotoxicity, actives largely listed as cytotoxic. H1299-p53A138V at 32C, ATP luminescence viability, 24 h;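 further: 0% = DMSO and -100% = full killing by reference compound; nearly all actives have a fitted effect of over 55% in size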
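Viability by ATPlite luminescence after 24 h compound treatment (up to 46 uM) at the permissive 32C. Cells are H1299 carrying p53 A138V. Scale runs from DMSO basal to 100 uM tamoxifen as full kill; AC50 from Hill fits.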
Starred values were filed as active, the others as inactive; ? = inconclusive; · = not tested or not shown; & = joins results of further samples; [ ] = dose if it differs, or a comment. Unless noted, the call rests on the fitted dose curve; in most records, active means well fitted curve in the direction sought with a large enough effect; inconclusive means small, poorly fitted or top-dose-only effect, or another doubt; inactive means no such curve, though single readings can be large; an effect the other way counts as inactive or inconclusive. Unless noted, on the % scale 0 is the no-effect control and ±100 the full control effect; potency means the concentration at half of the fitted maximal effect.

Codes: A = p53ts 39C tox; B = IkB sig inh; C = Peg3 imprint; D = p53ts 32C tox
Structure: CCOc1ccc(-c2nc(CSCC(=O)NCc3ccc(Cl)cc3)c(C)o2)cc1
  A = ?	B = ?	C = -6.4%[10.9 µM]	D = 5.5%

Structure: CCCn1cc2c(c1-c1cccc(C)c1)c(=O)n(C)c(=O)n2C
  A = -7.0%	B = 4.1%	C = 5.2%	D = -7.7%

Structure: O=S(=O)(Nc1ccccn1)c1ccc(C2CCCCC2)cc1
  A = -17.1%	B = 1.8%	C = -8.8%	D = -3.8%

Structure: O=C(CSc1nnc(Cn2nnc3ccccc32)o1)Nc1ccc(Cl)cc1
  A = -3.9%	B = ·	C = ·	D = -10.5%

Structure: COCCCNC(=O)c1cn(C)c(=O)c2cc(OC)c(OC)cc12
  A = -4.7%	B = -0.7%	C = -5.4%	D = -7.2%

Structure: Oc1c(Br)cc(CN(Cc2cc(Br)c(O)c(Br)c2)C2CCCCC2)cc1Br
  A = 11.5%[9.22 µM]	B = 1.9%[11.4 µM]	C = -8.3%[10.9 µM]	D = 6.5%[9.22 µM]

Structure: CCOC(=O)c1ccccc1NC(=O)CSc1ncc2c(n1)-c1ccccc1N(CC)S2(=O)=O
  A = -13.0%	B = -0.9%	C = -7.8%[10.9 µM]	D = -9.4%

Structure: c1ccc(CNc2ncncc2-c2ccc3c(c2)OCO3)cc1
  A = -19.4%	B = 1.5%[11.4 µM]	C = -16.1%	D = 7.6%

Structure: CC(C)Sc1nc(-c2cccs2)nc2c1c(=O)n(C)c(=O)n2C
  A = 11.8%	B = -0.5%	C = -6.5%	D = -11.3%

Structure: COc1ccc(N2C(=O)CSC23C(=O)N(Cc2ccccc2F)c2ccccc23)cc1Cl (configuration not stated)
  A = -7.8%	B = ?	C = 1.7%[10.9 µM]	D = 11.7%

Structure: CCOC(=O)C1CCN(C(=O)Cc2c(C(=O)O)n(C)c3ccccc23)CC1
  A = -10.0%	B = -1.7%	C = -4.7%	D = -17.7%

Structure: COc1ccc2[nH]c(=O)c(CN(Cc3nnnn3CCc3ccccc3)CC3CCCO3)cc2c1 (configuration not stated)
  A = -28.9%	B = -0.3%	C = 2.1%	D = ?

Structure: Cc1ccccc1CS(=O)(=O)Cc1ccc(C(=O)NCCc2ccc(Cl)cc2)o1
  A = ?	B = ?	C = -17.4%[10.9 µM]	D = -18.0%

Structure: O=C(CCn1cccn1)Nc1cccc(C(F)(F)F)c1
  A = -17.0%	B = -1.5%	C = -8.6%[10.9 µM]	D = -6.9%

Structure: Cc1ccc(NC(=O)Cn2nnc(-c3ccccc3)n2)c(C)c1
  A = 25.4%	B = -2.4%	C = 3.8%[10.9 µM]	D = 15.2%

Structure: COCCNC(=O)c1ccc2c(c1)N(Cc1cccc(Cl)c1)C(=O)c1ccccc1S2=O (configuration not stated)
  A = 6.5%	B = ?	C = 18.6%[10.9 µM]	D = 7.8%

Structure: COC(=O)N1CCC[C@@]2(CCN(C(=O)Nc3ccc(OC)cc3)C2)C1
  A = -4.1%	B = -0.9%[11.4 µM]	C = ·	D = -11.5%

Structure: CCOCCCNC(=O)C1CCCN(S(=O)(=O)CC)C1 (configuration not stated)
  A = -12.3%	B = 1.3%	C = -14.7%	D = 0.6%

Structure: COc1ccc(-n2nc3c(N4CCCC(C(=O)NCCc5ccccc5C)C4)nnc(C)c3c2C)cc1 (configuration not stated)
  A = -26.3%	B = ?	C = -10.4%[10.9 µM]	D = -2.7%

Structure: O=C(CCc1nc(-c2ccc(Cl)cc2)no1)OCc1ccc(Br)cc1
  A = 13.8%	B = -2.6%	C = -4.6%	D = 6.1%

Structure: COc1cccc(Cn2cc(C(=O)c3ccccc3)c(=O)c3cc4c(cc32)OCO4)c1
  A = ?	B = -0.6%	C = -8.8%[10.9 µM]	D = 6.2%

Structure: COC(=O)c1c(NC(=O)CC2NCCNC2=O)sc2c1CCCC2 (configuration not stated)
  A = 7.3%	B = 1.7%	C = -5.0%	D = -0.1%

Structure: Cc1cccc(-c2nc3ccccc3c(=O)n2NC(=O)c2ccc([N+](=O)[O-])c(C)c2)c1
  A = 0.7%	B = ·	C = ·	D = 2.9%

Structure: Cc1onc(-c2c(F)cccc2Cl)c1C(=O)OCC(=O)NCc1ccco1
  A = 2.7%	B = 0.4%	C = -10.6%	D = 3.6%

Structure: O=C(CC1Oc2ccccc2NC1=O)NC1CCCC1 (configuration not stated)
  A = 4.4%	B = -0.6%	C = -2.4%	D = -2.4%

The final four records of the part above open the next one.
Codes: A = p53ts 39C tox; B = IkB sig inh; C = Peg3 imprint; D = p53ts 32C tox
Structure: COC(=O)c1c(NC(=O)CC2NCCNC2=O)sc2c1CCCC2 (configuration not stated)
  A = 7.3%	B = 1.7%	C = -5.0%	D = -0.1%

Structure: Cc1cccc(-c2nc3ccccc3c(=O)n2NC(=O)c2ccc([N+](=O)[O-])c(C)c2)c1
  A = 0.7%	B = ·	C = ·	D = 2.9%

Structure: Cc1onc(-c2c(F)cccc2Cl)c1C(=O)OCC(=O)NCc1ccco1
  A = 2.7%	B = 0.4%	C = -10.6%	D = 3.6%

Structure: O=C(CC1Oc2ccccc2NC1=O)NC1CCCC1 (configuration not stated)
  A = 4.4%	B = -0.6%	C = -2.4%	D = -2.4%

Structure: CC(C)Oc1ccc(CNC(=O)c2ccccc2NC(=O)c2nsc3ccccc23)cc1
  A = ?	B = 1.6%	C = -3.3%[10.9 µM]	D = -19.5%

Structure: Cc1c(C)c2c(C)[nH]nc2oc1=O
  A = -2.1%	B = 0.9%	C = -5.0%	D = 0.8%

Structure: O=C(NC(=O)N1CCN(c2ccccc2)CC1)c1ccc(Cl)cc1
  A = 9.4%	B = ·	C = ·	D = -8.6%

Structure: COCCCNC(=O)C1CCN(c2cc(C)nc3c(-c4ccc(Cl)cc4)c(C)nn23)CC1
  A = 3.5%	B = ?	C = -18.6%[10.9 µM]	D = 5.1%

Structure: CCc1c(C)nc2ncnn2c1N1CCCC(C(=O)NCCc2ccc(OC)cc2)C1 (configuration not stated)
  A = 7.8%	B = 2.4%	C = ·	D = -5.0%

Structure: CCOC(=O)c1[nH]c2c(c1C)C(=O)CC(c1ccc(N(C)C)cc1)C2 (configuration not stated)
  A = 12.2%	B = 6.8%	C = -20.8%	D = -1.0%

Structure: Cn1c(=O)c(C(=O)COC(=O)c2cc(C3CC3)nc3ccccc23)c(N)n(Cc2ccccc2)c1=O
  A = 1.1%	B = ·	C = -13.9%	D = 12.7%

Structure: Cn1c(=O)oc2cc(S(=O)(=O)CCC(=O)NCCc3ccc(Cl)cc3)ccc21
  A = 4.9%	B = -1.1%	C = 8.2%[10.9 µM]	D = 2.8%

Structure: Cn1cc(C(=O)NCCN2CCN(c3ccccc3F)CC2)c2c3ccccc3n(C)c2c1=O
  A = -8.8%	B = 0.9%	C = -5.6%	D = -3.4%

Structure: COC(=O)c1ccc(OC)c(Cn2c(=O)n(Cc3ccccc3)c(=O)c3c2c2cc(OC)ccc2n3C)c1
  A = 35.5%[activator]	B = 0.1%	C = 8.7%[10.9 µM]	D = 0.0%

Structure: CCN(CCCNC(=O)C1CCN(S(=O)(=O)CC)CC1)c1ccccc1
  A = 7.9%	B = 0.4%	C = -11.9%	D = 6.2%

Structure: CCC1CN(C(=O)NCc2ccc(C)cc2)c2cc(C)ccc2O1 (configuration not stated)
  A = ?	B = ?	C = 14.1%[10.9 µM]	D = ?

Structure: O=C(COC(=O)CCc1ccc(S(=O)(=O)N2CCOCC2)cc1)NC1CCCC1
  A = 16.4%	B = ·	C = ·	D = 24.3%

Structure: Cc1n[nH]c(C)c1S(=O)(=O)N1CCCC(C(=O)NCc2cccs2)C1 (configuration not stated)
  A = -7.1%	B = 1.5%	C = -13.9%	D = 6.1%

Structure: COc1cccc(C(=O)Nc2ccc(NC(=O)c3ccco3)nc2)c1
  A = -26.9%	B = 0.2%	C = -42.1%[inhibitor]	D = -14.6%

Structure: O=C(CSc1nnc(Cc2ccccc2)o1)N1CCc2ccccc21
  A = -7.8%	B = -0.1%	C = 21.5%	D = 13.1%

Structure: CC1CCN(CCCNC(=O)c2cc3c(=O)n(C)c4ccccc4c3n2C)CC1
  A = -11.5%	B = 0.8%	C = -5.9%	D = 0.9%

Structure: COc1ccccc1CNc1ncnc2ccc(-c3ccc4c(c3)OCO4)cc12
  A = -3.3%	B = 4.5%[11.4 µM]	C = -14.2%	D = 15.3%

Structure: CC(C)(C)NCC(O)c1cc(O)cc(O)c1 (configuration not stated)
  A = -8.5%	B = ·	C = -6.1%&-2.9%	D = 4.8%

Structure: CCS(=O)(=O)N1CCC(n2c(C)nc3cccnc32)CC1
  A = 0.3%	B = 0.7%	C = -6.1%[10.9 µM]	D = -2.1%

Structure: CCOC(=O)c1ccc(NC(=O)CSCc2ccco2)cc1
  A = -2.9%	B = 6.1%	C = -11.3%	D = -8.6%

Structure: CCCCCOc1ccccc1CN1C(=O)C(=O)c2cc(C)ccc21
  A = 12.6µM*	B = 0.0%	C = 16.6%[10.9 µM]	D = 1.4%

Structure: O=C(O)CCC(=O)N1CCN(c2ccc(C(=O)c3ccc(F)cc3)cc2)CC1
  A = 1.5%	B = 0.7%	C = 10.0%	D = -2.6%

Structure: O=C(CSc1nnc(-c2ccccn2)n1Cc1ccco1)c1ccc(Cl)cc1
  A = 9.7%	B = -2.2%	C = -14.1%	D = 5.3%

Structure: CCN(CC)S(=O)(=O)c1cccc(-c2nnc(SCC(=O)c3ccc(Cl)s3)n2C)c1
  A = -15.0%	B = ?	C = -28.8%	D = 10.6%

Later entries
Under each structure – p53ts 39C tox	IkB sig inh	Peg3 imprint	p53ts 32C tox
COc1cc(O)c(C(=O)/C=C/c2ccc(O)c(OC)c2)c(OC)c1
  -7.2%	·	-19.6%	-12.6%
COc1ccc(OC)c(S(=O)(=O)NCC2CCCO2)c1 (configuration not stated)
  0.6%	·	·	-1.4%
COc1cccc(-n2c(SCC(=O)Nc3ccc4c(c3)OCO4)nc3c([nH]c4ccccc43)c2=O)c1
  17.5%	?	14.9%[10.9 µM]	8.1%
CCP(=O)(CC)c1cccc(N)c1
  -2.0%	-1.9%	-2.2%	-0.9%
CCOc1cccc2sc(NC(=O)c3ccc(S(=O)(=O)N4CCCCC4C)cc3)nc12 (configuration not stated)
  -7.0%	?	25.0%[10.9 µM]	-0.7%
CCOC(=O)c1c(N=CN(C)C)c(C#N)n2c1CCC2
  -0.9%	-3.0%	-7.7%	8.4%
CC(C)Oc1ccc(CNS(=O)(=O)c2cnc(N)nc2)cc1
  -5.8%	6.5%	9.6%[10.9 µM]	?
COCCn1c(=O)c(-c2cccc(C#N)c2)nc2cnc(Oc3cccc(Cl)c3)nc21
  -5.0%	5.2%[11.4 µM]	-5.2%	-10.3%
Cc1ccc(-c2ccc(=O)n(CCC(=O)NCc3ccccn3)n2)cc1
  -5.7%	4.9%	-3.4%	-0.3%
COc1ccc(CNC(=O)CSCc2nc(-c3ccccc3C)oc2C)cc1
  -29.0%	-0.8%	-16.7%[10.9 µM]	-4.0%
COc1cc(NC(=O)C2CCN(S(=O)(=O)c3cccnc3)CC2)cc(OC)c1OC
  4.4%	-0.5%	-10.5%	16.1%
CC(=O)Nc1cnc(NC(=O)c2cccc(F)c2)cc1C
  -6.6%	11.9%	·	-19.3%
O=c1cc(-c2ccccc2)oc2cc(O)cc(O)c12
  ?	?	-58.9%[inhibitor]	?
COc1ccc(CNC(=O)C2CCN(c3nc4ccccc4[nH]3)CC2)c(OC)c1
  -6.1%	1.4%	4.1%[10.9 µM]	-14.4%
COc1cccc(C(=O)CSc2nnc(CNc3nc(-c4ccccc4)cs3)n2C)c1
  -5.1%	0.3%	-18.4%	-3.3%

Single records (already shown):
COC(=O)N1CCC[C@@]2(CCN(C(=O)Nc3ccc(OC)cc3)C2)C1 across the screens: p53ts 39C tox = -4.1%; IkB sig inh = -0.9%[11.4 µM]; Peg3 imprint = ·; p53ts 32C tox = -11.5%
COc1cc(NC(=O)C2CCN(S(=O)(=O)c3cccnc3)CC2)cc(OC)c1OC across the screens: p53ts 39C tox = 4.4%; IkB sig inh = -0.5%; Peg3 imprint = -10.5%; p53ts 32C tox = 16.1%
